Bioassay records from PubChem BioAssay.
NF-kB expr up – compounds increasing NF-kB expression in human neuronal cells; NF-kB reporter expression; hits give high values; fold change at 12.5 µM; 190,000 tested, 1.6% active; in the data active = fold change above about 3.3
FLuc inh counter – counter-screen for luciferase assay inhibitors: firefly luciferase inhibition; ATPLite firefly luciferase biochemical luminescence, 10 min; P08659; AID 1006; 200,000 tested, 1.5% active; inhibition, % at 10 µM;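 active = inhibition above about 50% when tested at 10 µM, limit read from the data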
Target sequence (P08659 whole entry, looked up): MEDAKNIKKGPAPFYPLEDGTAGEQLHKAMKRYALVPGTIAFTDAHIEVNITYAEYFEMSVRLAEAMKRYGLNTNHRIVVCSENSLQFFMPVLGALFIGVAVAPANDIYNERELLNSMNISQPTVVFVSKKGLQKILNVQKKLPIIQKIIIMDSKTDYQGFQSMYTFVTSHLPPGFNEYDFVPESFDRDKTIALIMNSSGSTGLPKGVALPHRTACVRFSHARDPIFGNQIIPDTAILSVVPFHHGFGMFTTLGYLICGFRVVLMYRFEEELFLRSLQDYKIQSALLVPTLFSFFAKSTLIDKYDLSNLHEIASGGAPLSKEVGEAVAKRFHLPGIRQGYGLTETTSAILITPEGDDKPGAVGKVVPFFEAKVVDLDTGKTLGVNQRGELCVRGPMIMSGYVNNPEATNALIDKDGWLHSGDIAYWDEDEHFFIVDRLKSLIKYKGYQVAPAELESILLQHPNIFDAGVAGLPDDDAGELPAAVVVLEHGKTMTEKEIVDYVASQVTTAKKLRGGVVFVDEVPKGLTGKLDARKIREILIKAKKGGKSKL
RAM network inh – inhibitors of the yeast RAM network. S. cerevisiae dse1pr::URA3 reporter, 5-FOA growth OD615, 2 d; analog-sensitive cbk1-as2 kinase mutant strain. inhibition, % at 50 µM. 190,000 tested, 1.8% active;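 active = inhibition above a set limit, 3 SD over mean compound inhibition, cut at about 8.4% in these data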;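 also: 0% = DMSO-only wells with no growth and 100% = 10 µM 1-NA-PP1 full growth; inhibition rescues growth on 5-FOA so higher OD means more RAM inhibition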
Hsp70 activator – transcriptional activators of Hsp70; HeLa Hsp70 promoter luciferase reporter, luminescence; scaled: vehicle 0, proteasome-inhibitor control 100%; activation, % at 10 µM; 200,000 tested, 0.04% active; AID 1203;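 active = activation above the mean across all tested compounds plus 3 SD, cutoff set per campaign, cut at about 5.5% in these data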;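 also: 100% = MG132 at 30 µM as the positive control and 0% = DMSO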
STAT1 inh – STAT1 signaling inhibition; NIH 3T3 STAT1-luciferase reporter, IFN-gamma, luminescence; inhibition, % at 5.5 µM; 200,000 tested, 0.35% active; AID 920;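 active = inhibition above a set limit, the mean inhibition across all tested compounds plus 3 SD, cut at about 34% in these data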;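 also: 0% = IFN-gamma with DMSO and 100% = IFN-gamma with 300 µM nifuroxazide; values of inactives mirror those of a sister screen read the other way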
STAT1 activator – STAT1 signaling activation | NIH 3T3 STAT1-luciferase reporter, IFN-gamma, luminescence; 100% = IFN-gamma alone, no compound | activation (% of control), % at 5.5 µM | AID 932 | 200,000 tested, 2.6% active;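 active = activation above the screen-wide mean activation plus 3 SD, cut at about 130% in these data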;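 also: raw ratio to IFN-gamma control signal so 100% means no change and 0% no light; values of inactives mirror those of a sister screen read the other way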
STAT3 blocker – reduces IL-6 driven STAT3 reporter signal. U3A cells, IL-6 STAT3-luciferase reporter, luminescence; host cell line lacks STAT1. inhibition, % at 5.5 µM. 190,000 tested, 0.89% active;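 active = inhibition above the mean inhibition across all screened compounds plus 3 SD, cut at about 44% in these data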;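 also: 0% = DMSO only wells and 100% = 100 µM nifuroxazide control wells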
STAT3 activator – activators of IL-6 induced STAT3 signaling; 190,000 tested, 0.91% active; U3A cells, IL-6 STAT3-luciferase reporter, luminescence; 100% = signal with IL-6 EC80 alone; activation (% of control), % at 5.6 µM;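 active = activation above the screen-wide mean of compound activation plus 3 SD, cut at about 130% in these data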;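 also: 0% = background luminescence of wells with medium and substrate only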
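Material: STAT1-lacking human U3A cells, STAT3 luciferase reporter | Benchmarks: IL-6-only wells as 100% reference | Probe or stimulus: IL-6 (33 ng/mL) | Timing: Compound 1 h, then IL-6 6 h at 37 °C | Detection: Luminescence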
APP 5UTR inh – APP translation inhibition; SH-SY5Y APP 5'UTR-luciferase reporter, luminescence; inhibition, % at 2 µM; 190,000 tested, 0.82% active;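 active = inhibition above a set limit, derived from the sample mean plus 3 SD, cut at about 45% in these data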; also: values of inactives mirror those of a sister screen read the other way
APP 5'UTR act – activates APP 5'UTR luciferase reporter; SH-SY5Y APP 5'UTR luciferase reporter, luminescence; zero percent = DMSO vehicle wells; activation, % at 2 µM; 190,000 tested, 1% active;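 active = activation above a set limit, based on mean plus 3 SD of controls, cut at about 140% in these data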; also: values of inactives mirror those of a sister screen read the other way
Active calls of the source: *.

For Cc1nc(CN2CCCCC2)cc(=O)[nH]1 the results were NF-kB expr up 1.1, FLuc inh counter -8, RAM network inh 5.2, Hsp70 activator -0.1, STAT1 inh 6, STAT1 activator 94, STAT3 blocker 2, STAT3 activator 101, APP 5UTR inh 4 and APP 5'UTR act -4.
`Clc1ccc2nc(CSc3nncn3-c3ccccc3)cn2c1` gave NF-kB expr up 1, FLuc inh counter -4, RAM network inh 0.7, Hsp70 activator 0.3, STAT1 inh 7, STAT1 activator 93, STAT3 blocker 6, STAT3 activator 98, APP 5UTR inh 15 and APP 5'UTR act -15.
`CNC(=O)COC(=O)c1cc(-c2ccc(OC)cc2)nc2ccccc12` gave NF-kB expr up 1.3, FLuc inh counter 54*, RAM network inh 3.3, Hsp70 activator 0.4, STAT1 inh -2, STAT1 activator 100, STAT3 blocker 21, STAT3 activator 86, APP 5UTR inh -6 and APP 5'UTR act 6.
CC(C)(C)n1ncc2c(=O)n(CC(=O)N3CCCc4ccccc43)cnc21 was read as NF-kB expr up 0.7, FLuc inh counter 0, RAM network inh 0.7, Hsp70 activator -0.3, STAT1 inh -5, STAT1 activator 104, STAT3 blocker -5, STAT3 activator 107, APP 5UTR inh -1 and APP 5'UTR act 1.
Screening CC(C)c1ccc(NS(=O)(=O)c2ccc(Cl)nc2)cc1 returned NF-kB expr up 0.9, FLuc inh counter -6, RAM network inh -1.1, Hsp70 activator 0.1, STAT1 inh -5, STAT1 activator 104, STAT3 blocker 20, STAT3 activator 86, APP 5UTR inh -6 and APP 5'UTR act 6.
CCOC(=O)CNS(=O)(=O)c1cc(-c2nnc(Nc3ccc4c(c3)OCO4)c3ccccc23)ccc1C was read as NF-kB expr up 0.39, FLuc inh counter 1, RAM network inh 5.2, Hsp70 activator -0.4, STAT1 inh 0, STAT1 activator 100, STAT3 blocker -6, STAT3 activator 108, APP 5UTR inh -14 and APP 5'UTR act 14.
Screening CCN(Cc1ccncc1)C(=O)c1cc(Br)cc(Br)c1O returned NF-kB expr up 1.1, FLuc inh counter -6, RAM network inh 1.3, Hsp70 activator 0.1, STAT1 inh 14, STAT1 activator 85, STAT3 blocker 7, STAT3 activator 100, APP 5UTR inh 5 and APP 5'UTR act -5.
For COc1ccc(/C=N/NC(=O)CNC(=O)c2ccc(S(=O)(=O)N3CCCC3)cc2)c(OC)c1 the results were FLuc inh counter 1, RAM network inh -0.8, Hsp70 activator -0.1, STAT1 inh -1, STAT1 activator 99, STAT3 blocker 8, STAT3 activator 97, APP 5UTR inh -14 and APP 5'UTR act 14.
`O=C(CCc1nc2ccccc2[nH]1)N1CCN(C(=O)c2ccco2)CC1` gave NF-kB expr up 1.9, FLuc inh counter -10, RAM network inh -0.1, Hsp70 activator 0.0, STAT1 inh 6, STAT1 activator 94, STAT3 blocker -7, STAT3 activator 106, APP 5UTR inh 11 and APP 5'UTR act -11.
For O=C(Nc1ccc2c(c1)OCO2)c1ccc(Br)s1 the results were NF-kB expr up 10*, FLuc inh counter 61*, RAM network inh 4.1, Hsp70 activator -0.2, STAT1 inh -77, STAT1 activator 181*, STAT3 blocker -13, STAT3 activator 114, APP 5UTR inh -162 and APP 5'UTR act 162*.
Cc1cc(C)cc(N(C(=O)C(F)(F)F)C(C(=O)NC2CCCCC2)c2cccs2)c1 (stereo unspecified) was read as NF-kB expr up 0.88, FLuc inh counter -7, RAM network inh 2.4, Hsp70 activator -0.3, STAT1 inh 4, STAT1 activator 96, STAT3 blocker 1, STAT3 activator 108, APP 5UTR inh -3 and APP 5'UTR act 3.
Screening O=C(CN1CCOCC1)c1c[nH]c2ccccc12 returned NF-kB expr up 0.87, FLuc inh counter -6, RAM network inh 0.7, Hsp70 activator -0.2, STAT1 inh 1, STAT1 activator 99, STAT3 blocker -5, STAT3 activator 108, APP 5UTR inh -8 and APP 5'UTR act 8.
`O=[n+]1c2c(n([O-])c3cc(F)ccc31)CCCC2` gave NF-kB expr up 1.4, FLuc inh counter -8, RAM network inh -0.5, Hsp70 activator -0.3, STAT1 inh -3, STAT1 activator 103, STAT3 blocker -4, STAT3 activator 104, APP 5UTR inh -8 and APP 5'UTR act 8.
`O=C(NCCc1c[nH]c2ccccc12)/C(=C\c1ccco1)NC(=O)c1ccco1` gave NF-kB expr up 1.2, FLuc inh counter -2, RAM network inh 0.9, Hsp70 activator -0.1, STAT1 inh 6, STAT1 activator 94, STAT3 blocker -6, STAT3 activator 102, APP 5UTR inh 10 and APP 5'UTR act -10.
CCOC(=O)C(C)Sc1nnc(CSc2nc3nc(C)cc(C)n3n2)o1 (stereo unspecified) was read as NF-kB expr up 1.2, FLuc inh counter -7, RAM network inh 0.4, Hsp70 activator 0.3, STAT1 inh 2, STAT1 activator 98, STAT3 blocker -12, STAT3 activator 112, APP 5UTR inh 3 and APP 5'UTR act -3.
Screening Cc1cc(C)cc(-n2nnnc2SCC(=O)N2CCOCC2)c1 returned NF-kB expr up 1, FLuc inh counter 2, RAM network inh 5.0, Hsp70 activator -0.1, STAT1 inh 3, STAT1 activator 97, STAT3 blocker -1, STAT3 activator 104, APP 5UTR inh 3 and APP 5'UTR act -3.
`Cc1ccc2cc3c(NC(=O)C4CCCO4)nn(CC(C)C)c3nc2c1` (stereo unspecified) gave NF-kB expr up 0.87, FLuc inh counter 4, RAM network inh 5.7, Hsp70 activator 0.0, STAT1 inh -2, STAT1 activator 102, STAT3 blocker 9, STAT3 activator 97, APP 5UTR inh 11 and APP 5'UTR act -11.
Screening O=C(COC(=O)/C=C/c1ccc(Cl)cc1)NCCN1C(=O)CSC1=O returned NF-kB expr up 1.2, FLuc inh counter -8, RAM network inh 0.5, Hsp70 activator 0.0, STAT1 inh 6, STAT1 activator 95, STAT3 blocker 10, STAT3 activator 99, APP 5UTR inh -6 and APP 5'UTR act 6.
CCOC(=O)c1cnn(-c2nc(-c3ccccc3F)cs2)c1C(F)(F)F was read as NF-kB expr up 0.8, FLuc inh counter -3, RAM network inh -0.3, Hsp70 activator -0.2, STAT1 inh -10, STAT1 activator 109, STAT3 blocker 23, STAT3 activator 89, APP 5UTR inh -13 and APP 5'UTR act 13.
C=CCn1c(N2CCOCC2)nc2c1c(=O)[nH]c(=O)n2C was read as NF-kB expr up 1.2, FLuc inh counter -9, RAM network inh -0.1, Hsp70 activator 0.6, STAT1 inh 5, STAT1 activator 95, STAT3 blocker 4, STAT3 activator 107, APP 5UTR inh -7 and APP 5'UTR act 7.

By substructure: the compounds so far with a furan ring, fused or not (2)
`O=C(CCc1nc2ccccc2[nH]1)N1CCN(C(=O)c2ccco2)CC1` gave NF-kB expr up 1.9, FLuc inh counter -10, RAM network inh -0.1, Hsp70 activator 0.0, STAT1 inh 6, STAT1 activator 94, STAT3 blocker -7, STAT3 activator 106, APP 5UTR inh 11 and APP 5'UTR act -11.
`O=C(NCCc1c[nH]c2ccccc12)/C(=C\c1ccco1)NC(=O)c1ccco1` gave NF-kB expr up 1.2, FLuc inh counter -2, RAM network inh 0.9, Hsp70 activator -0.1, STAT1 inh 6, STAT1 activator 94, STAT3 blocker -6, STAT3 activator 102, APP 5UTR inh 10 and APP 5'UTR act -10.

Remaining list, next part:
Screening Cc1ccc(S(=O)(=O)NC(CC(C)C)C(=O)Oc2ccc3c4c(c(=O)oc3c2)CCC4)cc1 (stereo unspecified) returned NF-kB expr up 0.71, FLuc inh counter -10, RAM network inh 6.2, Hsp70 activator -0.1, STAT1 inh 6, STAT1 activator 95, STAT3 blocker 7, STAT3 activator 98, APP 5UTR inh -4 and APP 5'UTR act 4.
CC(C)(C)NC(=O)C12CCC(C)(c3nc4ccccc4nc31)C2(C)C (stereo unspecified) was read as NF-kB expr up 1.6, FLuc inh counter -3, RAM network inh 1.0, Hsp70 activator 0.0, STAT1 inh 3, STAT1 activator 95, STAT3 blocker -1 and STAT3 activator 101.
Screening Cc1ccc(/C=N/NC(=O)c2csc3c2CCCC3)cc1 returned NF-kB expr up 3.8*, FLuc inh counter 5, RAM network inh 2.2, Hsp70 activator -0.1, STAT1 inh -21, STAT1 activator 119, STAT3 blocker 2, STAT3 activator 105, APP 5UTR inh 90* and APP 5'UTR act -90.
`CCOc1cc(/C=N/NC(N)=O)cc(Br)c1OCc1ccccc1F` gave NF-kB expr up 0.85, FLuc inh counter -7, RAM network inh 1.0, Hsp70 activator -0.1, STAT1 inh -8, STAT1 activator 107, STAT3 blocker -7, STAT3 activator 105, APP 5UTR inh -3 and APP 5'UTR act 3.
For COc1ccc(CC(NC(C)=O)C(=O)NC2CCN(c3c(Cc4ccccc4)c(C)nc4ncnn34)CC2)cc1OC (stereo unspecified) the results were NF-kB expr up 1.1, FLuc inh counter -1, RAM network inh -0.4, Hsp70 activator 0.0, STAT1 inh -6, STAT1 activator 105, STAT3 blocker 2, STAT3 activator 106, APP 5UTR inh -18 and APP 5'UTR act 18.
For O=C1CCCC(NCCCCCCNC2=C([N+](=O)[O-])C(=O)CCC2)=C1[N+](=O)[O-] the results were NF-kB expr up 1.1, FLuc inh counter -9, RAM network inh -0.6, Hsp70 activator -0.2, STAT1 inh -6, STAT1 activator 106, STAT3 blocker 7, STAT3 activator 100, APP 5UTR inh 4 and APP 5'UTR act -4.
`N#Cc1c(N2CCCCC2)nc(N)c2c(N)nc3c(c12)CC(c1ccccc1)O3` (stereo unspecified) gave NF-kB expr up 0.66, FLuc inh counter -6, RAM network inh 1.2, Hsp70 activator -0.4, STAT1 inh 1, STAT1 activator 99, STAT3 blocker -5, STAT3 activator 107, APP 5UTR inh 3 and APP 5'UTR act -3.
Screening Cc1cc(NC(=O)CCCn2nc(C)c([N+](=O)[O-])c2C)no1 returned NF-kB expr up 1.1, FLuc inh counter 1, RAM network inh 2.3, Hsp70 activator -0.2, STAT1 inh 14, STAT1 activator 88, STAT3 blocker 7, STAT3 activator 98, APP 5UTR inh -42 and APP 5'UTR act 43.
For O=c1c([N+](=O)[O-])cc(C(F)(F)F)cn1Cc1c(Cl)cccc1Cl the results were NF-kB expr up 1.2, FLuc inh counter -11, RAM network inh 1.8, Hsp70 activator -0.3, STAT1 inh 7, STAT1 activator 94, STAT3 blocker 4, STAT3 activator 105, APP 5UTR inh 5 and APP 5'UTR act -5.
Screening CN1CCN(Cc2ccc(OCc3ccccc3)cc2)CC1 returned NF-kB expr up 1.8, FLuc inh counter 9, RAM network inh 1.2, Hsp70 activator 0.1, STAT1 inh -16, STAT1 activator 115, STAT3 blocker -8, STAT3 activator 109, APP 5UTR inh -97 and APP 5'UTR act 97.
Screening CCC(CC)C(=O)Nc1cccc(C(=O)Nc2ccc(S(N)(=O)=O)cc2)c1 returned FLuc inh counter -10, RAM network inh 4.9, Hsp70 activator -0.1, STAT1 inh -2, STAT1 activator 100, STAT3 blocker 19, STAT3 activator 87, APP 5UTR inh 7 and APP 5'UTR act -7.
